# Screens deposited in PubChem by National Center for Advancing Translational Sciences (NCATS).
# HepG2 tox – counter-screen for TGF-b inhibitors: cytotoxicity in HepG2 cells | HepG2 CAGA-GFP viability, ATP luminescence, 18 h | Potency, µM (highest dose often 46.1 µM), for the others: at the highest dose activity change, negative = cytotoxicity, most hits filed as cytotoxic | 410,000 tested, 0.76% active | AID 588856; note: potency is the fitted concentration of half-maximal effect; some results filed as inactive show a strong effect at the top dose
#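 HepG2 CAGA-GFP cells (1000/well, DMEM with 1% FBS) received compound, then TGF-beta at 500 pg/mL final, and were incubated 18 hours at 37 degrees C. Viability was read by CellTiter-Glo luminescence. Media-only wells were set as complete cell-killing and DMSO as no toxicity.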
# A549 tox – A549 cytotoxicity, counter-screen for Nrf2 inhibitors; Potency, µM (highest dose often 46 µM), for the others: top-dose activity change, negative = cytotoxicity, actives largely listed as inhibitors; 390,000 tested, 0.16% active; A549 ARE-Fluc cells, CellTiter-Fluor viability, 18-24 h; note: potency is the fitted concentration of half-maximal effect; % is set by controls: 0 for no effect and ±100 for the full control effect
#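 A549 ARE_Fluc cells in 5% FBS OPTI-MEM were exposed to compounds in concentration-response for 18-24 h at 37 deg C. Viability was read by CellTiter-Fluor fluorescence (Ex 405/Em 525) after 30 min, before the luciferase read.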
# Nrf2 ARE act – Nrf2 pathway activation; AREc32 ARE-luciferase reporter (MCF7-derived line), luminescence, 24 h; Potency, µM (highest dose often 46.1 µM), without a hit: at the highest dose activation, most hits filed as activators; 410,000 tested, 0.31% active; note: potency is the fitted concentration of half-maximal effect; % of control where 0% means no effect; nearly all actives have a fitted effect of over 65% in size
#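 ARE-driven firefly luciferase activity in AREc32 cells measured after a 24 hr compound exposure at 37 deg C, using Steady-Glo reagent and a 30 min room-temperature hold.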
# TGFb inhibitor – inhibitors of TGF-b signaling; HepG2 CAGA-GFP TGF-b/SMAD3 reporter, GFP fluorescence, 18 h; TGF-beta stimulated, 500 pg/mL final; Potency, µM (top dose mostly 46.1 µM), without a hit: at the highest dose activity, negative = inhibition, hits mostly inhibitors; 410,000 tested, 1.2% active; note: potency is the fitted concentration of half-maximal effect; % is set by controls: 0 for no effect and ±100 for the full control effect; nearly all actives have a fitted effect of over 65% in size
#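 Inhibition of TGF-beta-driven CAGA-GFP reporter expression in HEPG2 cells is measured by cellular GFP fluorescence after 18 h stimulation with 500 pg/mL recombinant TGF-beta in 1% FBS medium at 37 degrees C.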
# S2 tox – viability counter-screen for ATXN expression inhibitors; S2 cells (HEK-293 line with an ATXN2-luciferase reporter) viability, CellTiter-Fluor protease fluorescence, 24 h; Potency, µM (doses to about 56.7 µM), hits mostly cytotoxic; 400,000 tested, 0.49% active; AID 651635; note: potency is the fitted concentration of half-maximal effect; nearly all actives have a fitted effect of over 40% in size
# Nrf2 inh – inhibitors of Nrf2 signaling; A549 ARE-Fluc reporter, luciferase luminescence, 18-24 h; Potency, µM (titrated, usually from 46 µM), for inactives: at the top dose activity change, negative = inhibition, hits mostly inhibitors; 360,000 tested, 2.1% active; AID 504444; note: potency is the fitted concentration of half-maximal effect; % is set by controls: 0 for no effect and ±100 for the full control effect; nearly all actives have a fitted effect of over 60% in size
#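 Concentration-response testing used A549 ARE_Fluc cells at 5000 cells/well. Following an 18-24 h compound incubation, viability was read by fluorescence (Ex 405/Em 525) and luciferase output by luminescence.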
# ATXN2 expr inh – inhibitors of ATXN2 expression | HEK-293 ATXN2-luciferase reporter, luminescence, 24 h | Potency, µM (highest dose often 57 µM), without a hit: at the top dose activity change, negative = inhibition, usual class: inhibitors | 360,000 tested, 0.72% active | AID 1745845; note: potency is the fitted concentration of half-maximal effect; % is set by controls: 0 for no effect and ±100 for the full control effect; nearly all actives have a fitted effect of over 55% in size
#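 qHTS (up to 57 uM final) was run with 24 h compound exposure of reporter cells at 37 °C. Each well was multiplexed: SteadyGlo luminescence measured ATXN2-luciferase expression after a fluorogenic Gly-Phe-AFC viability readout (25 uM final).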
# IL2 activator – activators of IL-2. IL-2 activation reporter assay, cell-based qHTS; stimulated with anti-CD3/CD4/CD28 beads; in transgenic mouse T cells. activation, % (series mostly up to about 46 µM). 360,000 tested, 0.065% active. AID 652025; in the data active = activation above about 50%; inconclusive = mostly about 30% to 49%; note: 0% is about no effect
#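 EGFP and DsRed fluorescence is measured by plate cytometry in unstimulated transgenic mouse T cells exposed to compound for 60 minutes, then stimulated 18 hours at 37 degrees C with anti-CD3/anti-CD4 beads plus anti-CD28.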
# EPAC2 agonist – agonists of human EPAC2 (RAPGEF4). AID 720711. EPAC2 activation, biochemical qHTS; response scale: 100% = 6.5 mM cAMP response. Potency, µM (series often up to 154 µM), for the others: at the highest dose activation, most hits filed as activators. 360,000 tested, 0.079% active. Q8WZA2; note: potency is the fitted concentration of half-maximal effect; nearly all actives have a fitted effect of over 50% in size
# Target sequence (Q8WZA2 whole entry, looked up): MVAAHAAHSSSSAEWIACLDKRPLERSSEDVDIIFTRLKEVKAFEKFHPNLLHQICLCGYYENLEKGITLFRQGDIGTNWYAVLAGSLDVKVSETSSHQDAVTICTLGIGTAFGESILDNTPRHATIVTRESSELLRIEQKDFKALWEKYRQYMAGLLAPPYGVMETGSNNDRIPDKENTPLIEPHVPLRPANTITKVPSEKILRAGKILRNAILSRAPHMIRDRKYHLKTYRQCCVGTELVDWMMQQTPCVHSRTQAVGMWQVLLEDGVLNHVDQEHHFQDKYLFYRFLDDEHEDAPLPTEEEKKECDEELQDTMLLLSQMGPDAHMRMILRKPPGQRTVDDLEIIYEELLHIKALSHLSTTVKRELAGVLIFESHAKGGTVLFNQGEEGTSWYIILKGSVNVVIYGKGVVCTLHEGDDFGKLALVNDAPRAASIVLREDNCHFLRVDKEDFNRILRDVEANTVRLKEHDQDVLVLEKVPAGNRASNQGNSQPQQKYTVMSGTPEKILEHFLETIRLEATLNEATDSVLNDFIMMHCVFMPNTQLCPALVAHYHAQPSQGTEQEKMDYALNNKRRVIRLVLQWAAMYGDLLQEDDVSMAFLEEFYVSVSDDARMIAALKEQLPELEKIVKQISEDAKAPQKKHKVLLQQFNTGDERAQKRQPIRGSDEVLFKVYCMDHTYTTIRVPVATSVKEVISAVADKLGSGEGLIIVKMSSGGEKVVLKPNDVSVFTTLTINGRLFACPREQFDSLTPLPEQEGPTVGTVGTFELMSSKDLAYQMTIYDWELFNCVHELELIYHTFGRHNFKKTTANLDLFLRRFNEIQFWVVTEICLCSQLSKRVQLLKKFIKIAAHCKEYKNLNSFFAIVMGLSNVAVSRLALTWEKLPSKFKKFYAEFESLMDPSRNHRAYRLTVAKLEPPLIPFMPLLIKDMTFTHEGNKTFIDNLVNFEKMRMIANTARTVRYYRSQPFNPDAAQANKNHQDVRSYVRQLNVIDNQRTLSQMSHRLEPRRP
#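 qHTS, titration series. 100 nM EPAC2 / 250 nM Rap1B-BODIPY-GDP / 50 uM GDP; RT; ex 480/em 540 nm, 5-min reads to 30 min. Norm. to 6.5 mM cAMP = activation.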
# The depositor's hits bear a star; i = inactive; ? = inconclusive; . = not tested or not shown; & = joins results of further samples; [ ] = another dose, or the depositor's remark. Unless noted, calls come from the whole dose curve; as a rule, active = well fitted curve in the direction sought with a large enough effect; inconclusive = small, poorly fitted or top-dose-only effect, or another doubt; inactive = no such curve, though single readings can be large; an effect the other way counts as inactive or inconclusive.
# The first 7 records, ahead of the listing:
SMILES,HepG2 tox,A549 tox,Nrf2 ARE act,TGFb inhibitor,S2 tox,Nrf2 inh,ATXN2 expr inh,IL2 activator,EPAC2 agonist
CC(C)Cn1c2c(c(=O)[nH]c1=O)C(NS(=O)(=O)c1ccc(Cl)cc1)(C(F)(F)F)C(=O)N2 (stereo not drawn),-4.2%,2.2%,-0.5%,0.7%,i,-2.9%,-11.6%,-0.8,-1.4%
COc1ccc(N/C(=C/[N+](=O)[O-])SC)cc1,-2.3%,2.8%,6.7%,2.3%,i,-0.2%,-21.0%,0.8,2.4%
CCOCCCN(C(=O)CNC(=O)c1ccco1)C(C(=O)NC1CCCC1)c1ccccc1C (stereo not drawn),-3.3%,-10.4%,-0.3%,17.7%,i,-5.9%,3.6%,0.5,5.3%
CN(CC(=O)Nc1ccccc1Br)C(=O)c1ccccc1-c1nc2ccccc2s1,-3.3%,0.8%,0.2%,21.1%,i,1.5%,-15.2%,-6.1,11.3%
Cc1cccc(Cn2cc(/C=C(/C#N)C(=O)Nc3cccc(Cl)c3)c3ccccc32)c1,-22.9%,-13.4%,0.6%,?,i,?,-8.1%,.,.
Nc1scc2c(C(=O)N/N=C/c3ccc(Cl)cc3)nn(-c3ccccc3)c(=O)c12,0.2%,.,-0.2%,1.7%,i,?,?,-2.7,3.8%
CC(C)CCN1CCN(Cc2cccc(-n3cccn3)c2)CC1CCO (stereo not drawn),-21.9%,0.3%,-0.9%,-10.7%,i,-3.2%,.,0.3,-2.1%

# The listing, repeating the preview:
SMILES,HepG2 tox,A549 tox,Nrf2 ARE act,TGFb inhibitor,S2 tox,Nrf2 inh,ATXN2 expr inh,IL2 activator,EPAC2 agonist
CC(C)Cn1c2c(c(=O)[nH]c1=O)C(NS(=O)(=O)c1ccc(Cl)cc1)(C(F)(F)F)C(=O)N2 (stereo not drawn),-4.2%,2.2%,-0.5%,0.7%,i,-2.9%,-11.6%,-0.8,-1.4%
COc1ccc(N/C(=C/[N+](=O)[O-])SC)cc1,-2.3%,2.8%,6.7%,2.3%,i,-0.2%,-21.0%,0.8,2.4%
CCOCCCN(C(=O)CNC(=O)c1ccco1)C(C(=O)NC1CCCC1)c1ccccc1C (stereo not drawn),-3.3%,-10.4%,-0.3%,17.7%,i,-5.9%,3.6%,0.5,5.3%
CN(CC(=O)Nc1ccccc1Br)C(=O)c1ccccc1-c1nc2ccccc2s1,-3.3%,0.8%,0.2%,21.1%,i,1.5%,-15.2%,-6.1,11.3%
Cc1cccc(Cn2cc(/C=C(/C#N)C(=O)Nc3cccc(Cl)c3)c3ccccc32)c1,-22.9%,-13.4%,0.6%,?,i,?,-8.1%,.,.
Nc1scc2c(C(=O)N/N=C/c3ccc(Cl)cc3)nn(-c3ccccc3)c(=O)c12,0.2%,.,-0.2%,1.7%,i,?,?,-2.7,3.8%
CC(C)CCN1CCN(Cc2cccc(-n3cccn3)c2)CC1CCO (stereo not drawn),-21.9%,0.3%,-0.9%,-10.7%,i,-3.2%,.,0.3,-2.1%
CCOc1ccc(C=NNc2ccc(S(=O)(=O)Nc3ccccc3C(=O)O)cc2[N+](=O)[O-])cc1OC,8.9%,-20.0%,-0.1%,-9.0%,?,-1.1%,-0.8%,-0.4,-4.8%
COc1cc(Cl)c(S(=O)(=O)N2CCN(c3c(C)cccc3C)CC2)cc1Cl,-17.0%,0.3%,-0.5%,18.4%,i,14.3%,3.4%,.,.
CCOC1=C2[C@@H](CN(S(=O)(=O)c3ccccc3)[C@H]2c2ccccc2)[C@H]2C(=O)N(c3ccccc3)C(=O)[C@H]2C1,0.8%,.,0.5%,-2.9%,?,.,-14.0%,-0.4,7.1%
Cc1ccc(NC(=O)CSc2ncc3c(n2)-c2ccccc2N(C)S3(=O)=O)c(Cl)c1,2.7%,-26.3%,3.8%,?,.,?,.,.,.
Cc1ccc(C)c(NC(=O)CSc2nnc(-c3ccncc3)o2)c1,22.0%,-0.2%,0.1%,23.6%,i,-3.6%,11.2%,-2.1,9.9%
CS(=O)(=O)N(CC(=O)NC1CC2CCC1C2)c1cccc(C(F)(F)F)c1 (stereo not drawn),7.1%,1.7%,-1.4%,-7.9%,?,2.7%,-2.4%,1.3,-9.5%
CN1CCN(c2nc(-c3ccc(Cl)cc3Cl)nc3ccccc23)CC1,-25.0%,1.6%,3.4%,8.9%,?,18.2%,.,0.6,3.5%
CCC(C)SCc1nc2ccccc2[nH]1 (stereo not drawn),-0.6%,2.8%,3.3%,-3.4%,i,6.1%,3.6%,0.1,-7.5%
COc1ccccc1CNC(=O)COC(=O)c1cc(=O)[nH]c2ccccc12,-7.4%,5.0%,-0.5%,-2.9%,i,7.0%,10.1%,-0.5,4.7%
N=c1oc2ccccc2cc1C(=O)N/N=C/c1ccccc1,0.2%,-0.8%,4.4%,-1.2%,i,6.0%,28.9%,-2.3,-1.3%
CC(=O)NC(c1cccc(F)c1)c1nc(-c2ccccc2C)cs1 (stereo not drawn),-5.8%,.,0.2%,-0.8%,i,.,3.3%,0.3,1.5%
CN(C)S(=O)(=O)c1ccc(Oc2ccc(S(=O)(=O)N(C)C)cc2)cc1,-19.7%,-14.9%,0.0%,?,?,13µM*,-15.9%,-0.2,5.0%
COc1ccc(/C=C2/SC(=O)N(CCC(=O)Nc3ccc(S(=O)(=O)Nc4nccs4)cc3)C2=O)cc1,-34.7%,0.7%,0.3%[9.22 µM],-30.7%,i,9.0%,28.2%,0.9,14.2%
C[C@@H]1CN([C@@H](C)CO)C(=O)CCCn2nncc2CO[C@@H]1CN(C)C(=O)c1ccccc1,-6.3%,.,-1.1%,4.2%,i,.,-1.3%,-0.2,2.9%
O=C(NC(=S)N1CCN(Cc2ccccc2)CC1)c1ccco1,4.7%,-1.5%,0.5%,15.3%,i,-1.0%,8.0%,-0.2,5.0%
CCOC(=O)Nc1cccc(OCC(=O)Nc2ccccc2OC)c1,-1.8%,-5.9%,-0.7%,3.8%,i,?,-16.0%,-1.6,16.6%
O=C(CCc1ccccc1)NCCC1=CCCCC1,-1.3%,1.5%,7.4%,-25.4%,i,13.3%,51.7%[activator],2.3,5.7%
CCOc1ccc(NCc2cc3c(C(C)(C)C)nn(-c4ccccc4)c3[nH]c2=O)cc1,-4.5%,-21.4%,13.9%,?,i,?,-14.2%,6.0,-6.9%
Cc1ccc(NC(=O)NNC(=O)C2CC(c3cccs3)=NO2)cc1 (stereo not drawn),0.0%,-4.6%,-0.2%,-5.1%,i,-7.8%,2.1%,-1.5,7.6%
CCCCc1nnc(NC(=O)C2CC(=O)N(c3ccc(C)cc3)C2)s1 (stereo not drawn),1.3%,1.6%,-0.3%,7.0%,i,20.9%,-0.1%,-1.2,-4.0%
COc1cc(/C=C/C(=O)Nc2ccc3[nH]c(=O)[nH]c3c2)cc(OC)c1OC,-1.5%,0.7%,3.8%,-3.4%,i,1.1%,5.9%,-0.2,-10.1%
CCOC(=O)N1CCN(C(=O)CS(=O)(=O)Cc2nc(-c3ccccc3F)oc2C)CC1,-20.7%,1.3%,0.5%,-28.8%,i,4.7%,-11.4%,-4.6,2.7%
COc1ccc(S(=O)(=O)NCc2ccccn2)cc1NC(=O)c1ccccc1C,-12.2%,?,1.8%,0.1%,i,3.3%,-15.6%,1.1,3.3%
CCCN(C(=O)C1CCCN(c2ncnc3c2nc2n3CCCCC2)C1)c1ccc(F)cc1 (stereo not drawn),-24.0%,13.0%,-0.3%,4.4%,i,-13.8%,-13.2%,-2.9,1.5%
Cc1ccccc1C(=O)NNC(=O)CSc1nnc(-c2ccncc2)n1-c1ccccc1,-3.0%,-13.5%,0.2%,-1.1%,i,19.4%,4.0%,-0.2,-6.3%
CCn1nc(C)c(CN2CCCC(CO)(Cc3ccccc3)C2)c1C (stereo not drawn),-10.5%,8.8%,0.2%,-14.0%,i,?,-20.2%,-0.9,5.5%
Cc1sc(NC(=O)/C=C/c2ccco2)c(C(=O)O)c1C,-1.2%,-17.2%,?,0.8%,i,?,3.1%,8.1,-0.9%
O=C(NC1CCN(Cc2ccc(F)cc2)CC1)c1ccccc1,2.9%,7.3%,-0.8%,?,i,0.8%,-8.8%,-3.0,11.8%
Cc1nc(SCc2ccc(C(=O)O)cc2)nc2c1CCCC2,-4.8%,1.6%,-2.7%,-1.3%,i,?,?,-0.4,7.6%
COc1ccc(-n2nc3c(N4CCC(C(=O)N5CCC(C)CC5)CC4)nnc(C)c3c2C)cc1,-34.9%&-44.5%,-0.1%&-3.9%,-0.6%&4.9%,?,?,13.4%&-12.1%,-30.0%,1.6,6.0%
CCN1CCN(c2ccc(S(=O)(=O)N3CCOCC3)cc2NC(=O)/C=C/c2ccc(C)cc2)CC1,-10.2%,-4.3%,0.1%,3.3%,i,13.1%,6.2%,2.2,-11.1%
COc1ccccc1C(=O)NCCC(=O)NC1CCCC(C)C1C (stereo not drawn),-29.8%,0.6%,0.1%,-1.7%,i,3.4%,-1.5%,2.8,7.4%
NS(=O)(=O)c1ccc(CCNC(=O)CSc2nc3ccccc3c(=O)n2CC2CCCO2)cc1 (stereo not drawn),0.3%,-6.6%,-0.3%,2.8%,i,-0.1%,.,1.3,13.1%
